# Compound activity: PubChem, several laboratories
# RSV antiviral HEp-2: RSV antiviral activity via CPE protection, HEp-2 cells, primary 10 µM value included (AID 2391) | HEp-2 cells, RSV-induced CPE inhibition; higher % means a stronger effect | one-dose CPE inhibition, % at 10 µM; IC50 in µM for titrated hits | 310,000 compounds, 0.13% hits; in the data active = a potency from the dose series; inconclusive = CPE inhibition mostly from about 23% at the one dose, without a potency; inactive = the rest, 99 in 100 with CPE inhibition below about 21%; also: strong numbers were not always called active
# Rac1 GTP hydrolysis: MgcRacGAP GTPase-activating activity inhibitors, confirmation, biochemical, ADP Hunter fluorescence. Rac GTPase-activating protein 1 (Homo sapiens). MgcRacGAP-stimulated Rac1 GTP hydrolysis, ADP Hunter fluorescence; higher % means a stronger effect; GST-tagged Rac1 F28L mutant substrate. one-dose inhibition, % at 30 µM; IC50 in µM for titrated hits. 340,000 compounds, 0.6% hits. AID 624330, 2012;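 active = first-screen hits whose inhibition reached a set limit at any dose in the follow-up dose series; inconclusive = inhibition above the set first-screen limit but never retested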;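 also: fluorescence reports GDP produced by GAP-driven GTP hydrolysis; strong numbers were not always called active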
# NTR1 ag: agonists of NTR1, primary screen, imaging, U2OS cells, beta-arrestin-GFP, high content (AID 493036); 330,000 compounds, 0.17% hits; Neurotensin receptor type 1 (Homo sapiens), P30989; activation, % at 20 µM; NTR1-U2OS beta-arrestin-GFP spot imaging, agonist mode;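 active = activation at or above 40% of the spot to cytoplasm intensity ratio, with at least 20 cells analyzed; inconclusive = wells under 20 cells, flagged as cytotoxic or low count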;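 also: 0% = DMSO without peptide and 100% = 100 nM NTR1 peptide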
# Target sequence (P30989 whole entry, looked up): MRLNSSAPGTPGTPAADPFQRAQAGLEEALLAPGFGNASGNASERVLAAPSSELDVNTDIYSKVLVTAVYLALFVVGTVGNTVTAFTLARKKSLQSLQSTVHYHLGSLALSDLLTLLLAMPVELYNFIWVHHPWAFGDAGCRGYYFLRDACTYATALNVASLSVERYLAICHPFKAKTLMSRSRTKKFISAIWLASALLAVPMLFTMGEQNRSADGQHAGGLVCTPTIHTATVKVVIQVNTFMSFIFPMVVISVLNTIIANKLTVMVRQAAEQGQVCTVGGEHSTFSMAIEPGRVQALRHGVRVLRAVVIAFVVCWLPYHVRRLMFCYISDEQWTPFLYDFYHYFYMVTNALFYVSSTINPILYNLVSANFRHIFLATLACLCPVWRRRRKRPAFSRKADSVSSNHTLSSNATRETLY
# T cell HTS: modulators of CD8 T cell-vesicle binding, primary screen, mouse 2C CD8+ T cells, flow cytometry. 2C CD8+ T cell-vesicle binding; stronger effect = lower value. calls only at 7 µM. 330,000 compounds, 0.068% hits;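 active = response, share of CD8 T cells binding vesicles, and their 90th percentile fluorescence all below set limits, cut at about 80% in these data, passing the limit was not always enough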
#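 incubation = binding step 1.5 h, 37 °C, antibody labelling 20 min, ice | test system = 2C mouse CD8+ T cells | read-out basis = percent CD8+ FL2 mean versus row control | controls = Peptide-free naked vesicles (low) and QL9 vesicles with 0.7% DMSO vehicle (high) | detection = flow cytometry of vesicle-bound cells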
# TNAP activation fold: human TNAP enzyme activators, primary screen, biochemical, luminescent, no phosphate acceptor, uHTS (AID 1001); purified TNAP, luminescent activation assay, no phosphate acceptor; higher activation fold means a stronger effect; activation fold at 20 µM; hits with a dose series show EC50 in µM; 200,000 compounds, 0.03% hits; in the data active = activation fold from about 3, or a potency from the dose series; inactive = the rest, 99 in 100 with activation fold below about 1.6; also: many of its hits are not listed in these tables
# UTI89 phage lysis: inhibition of K1F phage lysis, E. coli UTI89, bacterial capsule biogenesis inhibitors, alamar blue (AID 488966). inhibition, % at 100 µM; hits with a dose series show IC50 in µM. E. coli UTI89 K1F phage lysis, alamar blue, 2 h; higher % means a stronger effect. 340,000 compounds, 0.02% hits;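 active = phage lysis inhibition, versus mean bacterial control, above a set limit; inconclusive = no clear call, values can overlap the other calls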;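 also: capsule biogenesis inhibitors block K1F phage lysis so surviving cells raise fluorescence; higher fluorescence means more inhibition of phage lysis; actives were called in the ten point dose series up to 300 µM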
# SV40 large T antigen: SV40 large T antigen inhibitors, biochemical (AID 1903). inhibition, % at 20 µM, or IC50 in µM where a hit was titrated. SV40 large T antigen ATPase/helicase inhibition assay; higher % means a stronger effect. 310,000 compounds, 0.39% hits; in the data active = a potency from the dose series; inconclusive = inhibition mostly from about 32% at the one dose, without a potency; inactive = the rest, 99 in 100 with inhibition below about 32%; also: strong numbers were not always called active
# Myeloid diff 2: induction of myeloid progenitor differentiation, primary screen, cell-based, flow cytometry, MLPCN library | 360,000 compounds, 1% hits | calls only at 10 µM | ER-HoxA9 myeloid progenitors, lysozyme-GFP differentiation | AID 624256, 2012;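 active = normalized GFP-positive differentiation at or above the plate's own cutoff, the solvent-only control mean plus 3 SD; inconclusive = no clear call, values can overlap the other calls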;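 also: cells exposed to compound for four days before flow analysis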
# PhoP inhibition: inhibitors of PhoP regulon expression, primary screen, Salmonella Typhimurium, GFP reporter (AID 1863) | 300,000 compounds, 0.16% hits | inhibition, % at 50 µM, or IC50 in µM where a hit was titrated | S. Typhimurium PhoP-regulated promoter GFP reporter, 4 h; higher % means a stronger effect;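 active = inhibition over 29.93%, a cutoff 3 SD above the screen mean, later confirmed by dose response; inconclusive = inhibition over 29.93% but no dose response follow-up; inactive = inhibition at most 29.93% or unconfirmed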;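 also: 0% = low Mg2+ inducing control and 100% = high Mg2+ repressing control; strong numbers were not always called active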
# T cell HTS vesicle-bound %: recorded beside T cell HTS, whose call it bears; double positive events, %; measured here: CD8+ vesicle-bound cell fraction;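 binding gate set so that unloaded-vesicle control wells show 10% double positive cells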
# NTR1 ag cell count 20 µM: second read-out of NTR1 ag, no call of its own (marks repeat the call); cell count; measured here: cell count, cytotoxicity flag
# Myeloid diff 2 GFP+ MAC1+ %: recorded beside Myeloid diff 2, whose call it bears; GFP+ MAC1+ double positive, %; measured here: differentiation confirmed by MAC1 staining
# The depositor's hits bear a star; i = inactive; ? = inconclusive; nt = not tested or not shown; & = joins results of further samples; [ ] = remark or other dose.
SMILES,RSV antiviral HEp-2,Rac1 GTP hydrolysis,NTR1 ag,NTR1 ag cell count 20 µM,T cell HTS,T cell HTS vesicle-bound %,TNAP activation fold,UTI89 phage lysis,SV40 large T antigen,Myeloid diff 2,Myeloid diff 2 GFP+ MAC1+ %,PhoP inhibition
Cc1ccc(-n2[nH]c(C)c(/C=N/NC(=O)c3ccc(O)cc3O)c2=O)cc1,5.0%,13%,-0.3,94,i,27,nt,-2.1%[50 µM],22%,i,0.6,-6%
Cc1nc(C)c(-c2ccc(SCC(=O)Nc3ccc(F)cc3F)nn2)s1,9.2%,11%,-1.3,93,i,7,nt,1.4%[50 µM],5%,i,0.8,-8%
COc1ccc(CNC(=O)C/C(C)=N/NC(=O)COc2cccc(C)c2)cc1,0.6%,2%,0.7,54,i,66,1,-0.5%,10%,i,0.1,1%
CCOc1cc(/C=N/NC(=O)COc2ccc(Cl)cc2)ccc1OS(=O)(=O)c1ccccc1,8.4%,9%,3.0,84,i,37,1,-0.1%,9%,i,0.2,-10%
O=C(Nc1ccc(F)c(Cl)c1)C1CCN(c2ncnc3c2nc2n3CCCCC2)CC1,8.0%,11%,6.0,58,i,3,nt,1.3%,12%,i,1.3,-14%
COc1ccccc1N1CCN(C(=O)CCNS(=O)(=O)c2ccc(Br)s2)CC1,2.4%,3%,-0.6,44,i,52,1,-0.2%,2%,i,0.6,-7%
CC(=O)NC(Cc1cnc[nH]1)C(=O)O (centres undefined),2.7%,5%,-0.5,83,i,19,1.1,0.1%,17%,i,1.1,-2%
Fc1ccc(Oc2nccc(-c3ccc(Cl)cc3)n2)cc1,2.3%,3%,5.9,50,i,31,1,0.1%,18%,i,0.4,1%
COc1ccc(-c2[nH]ncc2CN2CCC(OCc3cccnc3)CC2)c(F)c1,-2.1%,3%,0.5,52,i,59,0.3,-0.1%,9%,i,0.5,5%
Cc1nc(NS(=O)(=O)c2ccccc2)sc1NC(=O)Nc1ccccc1,0.4%,-24%,1.0,39,i,56,1.1,2.7%,25%,i,0.3,-4%
CC(C)c1ccc(S(=O)(=O)N2CCN(CC(O)CN3CCOCC3)CC2)cc1 (centres undefined),-0.5%,0%,-1.9,57,i,38,nt,0.9%[50 µM],nt,i,1.5,nt
CCN(CC)c1ccc(/C=C/C(=O)c2ccc(Br)cc2)cc1,3.6%,11%,nt,nt,i,59,0.9,6.7%,21%,i,1.2,-61%
COc1ccc(N(CC(=O)O)S(=O)(=O)c2c(C)n[nH]c2C)cc1,0.7%,1%,-0.7,40,i,40,0.8,3.1%,21%,i,1.7,-5%
Cc1ccc(S(=O)(=O)N2CCN(C(=O)CCN3C(=O)c4ccccc4C3=O)CC2)cc1C,0.2%,4%,1.4,75,i,32,1.1,2.2%,7%,i,0.3,-16%
COc1ccc(Cl)cc1C(=O)NCCCN1CCOCC1,-0.1%,6%,0.6,72,i,58,nt,-0.3%,6%,i,0.4,8%
COc1cccc(CN2CCN(Cc3ccc(C#CC(C)(C)O)s3)CC2CCO)c1 (centres undefined),2.7%,9%,-0.5,85,i,57,1.1,0.2%,3%,i,0.9,-7%
Nc1c(-c2ccccc2)cnc2c(-c3ccccc3)cnn12,3.8%,1%,0.9,73,i,17,nt,0.5%,14%,nt,nt,9%
OC(COCc1ccccc1F)CN1CCCCC1 (centres undefined),nt,0%,0.0,54,i,55,nt,-0.4%,2%,i,1.1,nt
COCCN(C(=O)Cn1c(C(F)(F)F)nc2ccccc21)c1c(N)n(Cc2ccccc2)c(=O)[nH]c1=O,2.8%,8%,-0.3,37,i,7,nt,-0.2%,25%,i,1.2,2%
CCOC(=O)c1cc2cc(OCc3ccccc3)ccc2nc1C,6.2%,11%,3.2,108,i,40,nt,-0.1%,7%,i,0.3,-4%
C/C(=C\c1ccco1)C1C(C#N)=C(N)OC2=C1C(=O)CC(C)(C)C2 (centres undefined),1.0%,-1%,-0.6,69,i,60,1.1,1.4%,19%,i,0.8,-6%
Cc1ccc(C)c(Cn2cnc3c(oc4ccccc43)c2=O)c1,3.2%,8%,0.2,43,i,53,1.2,0.3%,20%,i,0.1,-1%
O=C(CSc1ccc(Br)cc1)NCC1CCCO1 (centres undefined),2.1%,4%,1.4,78,i,25,0.9,-0.1%,-5%,i,0.2,6%
O=C(CCN1C(=O)C2C3C=CC(C3)C2C1=O)N1CCN(c2ccc(F)cc2)CC1 (centres undefined),1.3%,7%,0.3,57,i,46,1.1,-0.1%,3%,i,0.9,-2%
COc1ccc(S(=O)(=O)N(C)CC(=O)NCc2ccco2)cc1OC,-0.3%,3%,-2.2,44,i,23,nt,0.1%,5%,i,0.7,-5%
CC(=O)N1c2ccc(S(=O)(=O)N3CCCC(C(=O)N4CCC(C)CC4)C3)cc2CC1C (centres undefined),0.9%,2%,1.6,68,i,30,nt,0.9%,nt,i,5.2,nt
COc1ccc(C2CC(c3ccccc3)n3nnnc3N2)cc1 (centres undefined),3.1%,2%,-0.9,76,i,20,1.1,-0.3%,0%,i,1.5,8%
CCN(CC)C(=O)C(C)N(C#N)c1nc(C)cc(C)n1 (centres undefined),0.4%,4%,1.1,41,i,48,1.1,1.2%[50 µM],-2%,i,1.2,-10%
Nc1nc(CN2CCN(c3ccccn3)CC2)nc(Nc2ccc(F)cc2)n1,-2.8%,8%,-2.3,57,i,10,1,0.5%,18%,i,1.3,20%
O=S(=O)(NCc1c(Cl)cccc1Oc1ccccc1)c1ccc(F)cc1,nt,7%,10,44,i,38,nt,0.0%,2%,i,0.7,-11%
Cc1c(C)c2cc(Cl)c(OCC(=O)NCCCn3ccnc3)cc2oc1=O,0.0%,-3%,-0.7,54,i,18,nt,-0.2%,7%,i,2.1,3%
COc1ccc(N2CCN(CCCNS(=O)(=O)c3ccc4c(c3)oc(=O)n4C)CC2)cc1,0.1%,14%,-1.2,93,i,20,1.1,1.9%,17%&13%,i,1.3,-3%
CCC(C)(C)NC(=O)C(c1ccco1)N(C(=O)CNC(=O)c1cccs1)c1cccnc1 (centres undefined),0.4%,-14%,-2.1,81,i,55,1,-0.6%,4%,i,1.0,3%
CN(C)c1ccc2c3c(cccc13)C(=O)N(c1ccccc1)C2=O,0.8%,nt,0.7,63,i,13,1.1,nt,15%,nt,nt,11%
CC1CCCCN1C(=O)CSc1ccc(-c2ccc(F)cc2)nn1 (centres undefined),1.6%,2%,0.0,57,i,19,1.1,5.7%,7%,i,2.9,-6%
COc1ccc2ccccc2c1/C=N\NC(=O)c1cccnc1,6.9%,nt,-0.4,35,i,28,nt,nt,5%,i,0.1,nt
COC(=O)CNC(c1ccccc1)c1cc(C)ccc1NC(=O)c1cccc(Cl)c1 (centres undefined),4.5%,-5%,0.5,59,i,39,1.1,-1.1%,9%,i,0.7,5%
CCOc1ccc(-c2nnc3sc(COc4ccc(Cl)cc4)nn23)cc1,0.9%,8%,-0.6,46,i,64,1.1,0.2%,1%,i,1.3,-16%
Cc1ccc(CC2SC(=O)NC2=O)cc1Cl (centres undefined),2.5%,3%,0.7,87,i,10,1.1,-0.1%,4%,i,1.3,-22%
Cc1noc(C)c1S(=O)(=O)N(C)C[C@H]1Oc2ccc(NC(=O)CCC(F)(F)F)cc2C(=O)N([C@H](C)CO)C[C@@H]1C,nt,-4%,-2.6,67,i,53,nt,-3.9%,nt,i,2.3,nt
CCOCCCNC(=O)C(NC(=O)c1cnccn1)c1ccc(OC)cc1 (centres undefined),-0.3%,2%,1.1,94,i,58,1.1,2.2%,0%,i,1.1,-13%
O=C(NCCN1CCCC1)C(c1ccccc1)c1ccccc1,-2.6%,1%,-1.2,56,i,30,nt,-0.2%,21%,i,0.5,12%
O=C(NCc1ccco1)C1CC(c2ccc(F)cc2)=NO1 (centres undefined),-0.6%,-2%,0.4,71,i,41,nt,0.2%,6%,i,0.6,-4%
COC(=O)c1oc2ccc(Cl)cc2c1-n1cccc1,0.5%,6%,-0.5,81,i,51,1,-0.1%,-1%,i,2.1,8%
CC(=O)Nc1c2c(nn1-c1cccc(Cl)c1)CS(=O)C2 (centres undefined),1.6%,7%,-0.5,87,i,41,1.2,-0.7%,0%,i,1.1,-11%
Cc1nc(SCC(=O)N(CC(C)C)C2CCS(=O)(=O)C2)c2c(C)c(C)sc2n1 (centres undefined),0.4%,7%,1.8,54,i,44,nt,-0.4%[50 µM],nt,i,0.9,nt
COc1cc(OC)nc(NC(=O)COC(=O)c2cccc(Cl)c2)n1,-0.1%,3%,1.6,38,i,25,1,-0.2%,7%,i,0.8,3%
O=C(NCCCN1CCCC1=O)C1CCCO1 (centres undefined),1.3%,0%,2.3,59,i,7,1.1,0.1%,7%,i,0.5,-4%
Cc1ccc(Nc2nnc(SC/C(O)=C(\C#N)c3nc4ccccc4[nH]3)s2)c(C)c1,2.3%,9%,3.4,72,i,46,1.4,0.7%,21%,i,0.7,?
O=C(O)C1C2C=CC(C2)C1C(=O)NCc1cccs1 (centres undefined),0.8%,3%,-0.3,44,i,32,1.1,0.3%,-12%,i,0.9,6%
O=C(COc1ccc(F)cc1)Nc1nnc(S(=O)(=O)N2CCCC2)s1,3.6%,2%,1.2,56,i,50,nt,0.1%,nt,i,3.0,nt
CC(C)CN(Cc1c(O)ccc2c(=O)c(-c3ccccc3)coc12)CC(C)C,0.0%,-3%,-0.1,65,i,7,nt,0.0%,4%,i,0.5,2%

# Single records (already shown). Values in the order: RSV antiviral HEp-2, Rac1 GTP hydrolysis, NTR1 ag, NTR1 ag cell count 20 µM, T cell HTS, T cell HTS vesicle-bound %, TNAP activation fold, UTI89 phage lysis, SV40 large T antigen, Myeloid diff 2, Myeloid diff 2 GFP+ MAC1+ %, PhoP inhibition
# O=C(NCc1ccco1)C1CC(c2ccc(F)cc2)=NO1 (centres undefined) across the screens: -0.6%, -2%, 0.4, 71, i, 41, nt, 0.2%, 6%, i, 0.6, -4%
# O=C(COc1ccc(F)cc1)Nc1nnc(S(=O)(=O)N2CCCC2)s1 across the screens: 3.6%, 2%, 1.2, 56, i, 50, nt, 0.1%, nt, i, 3.0, nt
